# Assay outcomes (PubChem BioAssay)
# Tb MetRS inh: T. brucei MetRS inhibitors, primary screen, biochemical, luminescence; AID 624268, 2012; purified T. brucei MetRS, ATP depletion, Kinase-Glo luminescence; 360,000 tested, 0.4% active; methionyl-tRNA synthetase (Trypanosoma brucei brucei); inhibition, % at 11.9 µM;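 active means inhibition above a per-plate cutoff of the control wells' mean inhibition plus 3 SD, cut at about 5.5% in these data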;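 further: 0% = DMSO wells median and 100% = median of wells with control inhibitor compound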
#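 Material: T. brucei methionyl-tRNA synthetase, purified; reagent: substrates ATP, L-methionine and bulk Escherichia coli tRNA; dosing: 11.9 µM single point; timing: 15 min plus 2 h at 25 °C; detection: luminescence of leftover ATP; evaluation: % inhibition; control set: DMSO-only wells as low control; replicates: singlicate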
# SUMO1-SIM PPI: modulators of SUMO1 protein-protein interactions, primary screen, biochemical, uHTS | SUMO1 binding to a labelled peptide, TR-FRET, 1 h | inhibition, % at 20 µM | 360,000 tested, 0.33% active | AID 602429, 2012; in the data active means inhibition above about 37%
# Scp-1 inhibitor: Scp-1 phosphatase inhibitors, primary screen, biochemical, colorimetric, uHTS; Carboxy-terminal domain RNA polymerase II polypeptide A small phosphatase 1 (Homo …; Recombinant Scp1, phosphopeptide, malachite green phosphate absorbance; inhibition, % at 20 µM; 340,000 tested, 0.88% active; AID 493091, 2011;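 active means inhibition above about 50% at 20 µM, limit read from the data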;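 further: plate controls were DMSO wells with enzyme for no effect and wells lacking enzyme for full effect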
#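 Assay system: SCP-1 catalytic fragment, aa 76-261 | Buffer or medium: Tris acetate buffer pH 5.5 with MgCl2 and Tween-20 | Compound: One concentration, 20 µM, with 1.0% DMSO | Also added: Phospho 17-mer peptide substrate | Signal: Absorbance at 630 nm | Incubation: 45 min enzyme reaction at room temperature | Measure: % inhibition of SCP-1 phosphate liberation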
# DNMT1 block: human DNMT1 methyltransferase inhibitors, primary screen, biochemical, molecular beacon, fluorescence, HinP1I cleavage, uHTS | DNA (cytosine-5)-methyltransferase 1 (Homo sapiens), P26358 | inhibition (reported as % activation of signal), % at 10 µM | 360,000 tested, 0.83% active | AID 588458, 2011; in the data active means inhibition above about 50%
# Target sequence (P26358 504-1616 limits assumed): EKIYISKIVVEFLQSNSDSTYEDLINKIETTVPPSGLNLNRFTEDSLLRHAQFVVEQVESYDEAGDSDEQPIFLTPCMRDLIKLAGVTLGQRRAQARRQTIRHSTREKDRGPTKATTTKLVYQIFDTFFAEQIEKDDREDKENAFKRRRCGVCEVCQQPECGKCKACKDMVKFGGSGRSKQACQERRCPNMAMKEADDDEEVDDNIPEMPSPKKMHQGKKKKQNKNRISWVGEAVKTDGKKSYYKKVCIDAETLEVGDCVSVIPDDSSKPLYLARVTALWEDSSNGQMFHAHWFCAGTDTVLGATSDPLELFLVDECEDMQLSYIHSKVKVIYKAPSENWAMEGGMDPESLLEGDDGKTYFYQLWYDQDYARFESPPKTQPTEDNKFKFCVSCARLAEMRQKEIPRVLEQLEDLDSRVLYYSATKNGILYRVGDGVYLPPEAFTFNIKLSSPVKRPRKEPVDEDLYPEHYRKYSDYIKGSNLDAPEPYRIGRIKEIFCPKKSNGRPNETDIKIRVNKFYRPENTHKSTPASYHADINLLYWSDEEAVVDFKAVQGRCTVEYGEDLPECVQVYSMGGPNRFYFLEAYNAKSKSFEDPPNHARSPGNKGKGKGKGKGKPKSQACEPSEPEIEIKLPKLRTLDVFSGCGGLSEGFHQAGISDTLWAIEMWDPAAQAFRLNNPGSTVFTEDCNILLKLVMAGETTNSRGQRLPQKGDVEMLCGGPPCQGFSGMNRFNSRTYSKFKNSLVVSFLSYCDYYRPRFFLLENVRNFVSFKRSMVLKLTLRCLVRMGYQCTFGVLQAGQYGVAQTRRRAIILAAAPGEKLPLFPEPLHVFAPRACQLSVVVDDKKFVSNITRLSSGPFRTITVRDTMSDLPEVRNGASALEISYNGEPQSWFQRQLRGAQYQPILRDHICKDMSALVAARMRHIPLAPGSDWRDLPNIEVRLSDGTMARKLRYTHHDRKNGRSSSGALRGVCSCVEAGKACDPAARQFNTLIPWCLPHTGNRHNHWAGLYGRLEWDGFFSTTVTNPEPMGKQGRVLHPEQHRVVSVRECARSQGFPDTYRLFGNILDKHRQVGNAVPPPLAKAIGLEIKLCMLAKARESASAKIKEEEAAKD
# Rpn11 inh: Rpn11 (PSMD14) deubiquitinase inhibitors, primary screen, biochemical, fluorescence polarization, uHTS; 26S proteasome non-ATPase regulatory subunit 14 (Homo sapiens), O00487; AID 588493, 2011; human 26S proteasome, Ub4-pepOG fluorescence polarization; 20S core pre-blocked with epoxomicin; 360,000 tested, 0.59% active; calls only at 20 µM;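 active means inhibition at 20 µM, scaled to each plate's controls, above about 33%, limit read from the data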
# STEP inh: STEP phosphatase inhibitors, primary screen, biochemical, fluorescence intensity, uHTS | Tyrosine-protein phosphatase non-receptor type 5 (Homo sapiens), P54829 | recombinant STEP, OMFP fluorogenic substrate | inhibition, % at 20 µM | 360,000 tested, 0.25% active | AID 588621, 2011;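 active means inhibition at 20 µM, scaled per plate between control wells, above about 37%, limit read from the data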;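 further: 0% = DMSO with enzyme and substrate and 100% = substrate only without enzyme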
#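 material = STEP tyrosine phosphatase | reagent = fluorogenic phosphatase substrate OMFP at 25 µM final | doses = single compound dose of 20 µM, 1% DMSO final | schedule = 20 min reaction, room temperature, in the dark | measured by = fluorescence, 480/540 nm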
# NadD inh: inhibitors of S. aureus NadD, primary screen, biochemical, colorimetric, uHTS; Nicotinate-nucleotide adenylyltransferase NadD (Staphylococcus aureus N315); purified NadD enzyme, colorimetric absorbance read-out; inhibition, % at 20 µM; 360,000 tested, 0.78% active; in the data active means inhibition above about 26%; further: some compounds past the cut are filed as inactive
# LMPTP inh: LMPTP phosphatase inhibitors, primary screen, biochemical, fluorescence intensity, uHTS; recombinant LMPTP-A, OMFP fluorogenic substrate; Low molecular weight phosphotyrosine protein phosphatase (Homo sapiens), P24666; inhibition, % at 20 µM; 360,000 tested, 0.22% active;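 active means compounds that cut the enzyme signal by at least half of the control window in the single-dose screen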;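 further: plate controls were DMSO wells with enzyme plus substrate for no effect and substrate without enzyme for full effect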
#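 Test system – LMPTP-A phosphatase enzyme · Quantity – 0.625 nM LMPTP-A final · Reagent – OMFP substrate, 400 µM final · Dosing – one test concentration per compound, 20 µM, with 3% DMSO overall · Timing – 50 min enzyme reaction at room temperature, protected from light · Detection – fluorescence intensity · Controls – substrate-only low control, DMSO enzyme-plus-substrate high control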
# CSN deneddyl inh: inhibitors of CSN-mediated cullin deneddylation, primary screen, biochemical, fluorescence polarization, uHTS; inhibition, % at 12.5 µM; Purified CSN, SCF-Nedd8-OG deneddylation; 360,000 tested, 0.38% active; COP9 signalosome complex subunit 5 (Homo sapiens), Q92905;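 active means pattern-corrected inhibition above about 35%, with an unprinted fluorescence ratio check between 0.5 and 1.5, limit read from the data, passing the limit was not always enough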;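 further: 0% = enzyme with substrate and 100% = substrate without enzyme; some results filed as inactive read as strong as hits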
#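 Material: human Csn5 produced in HEK293T cells; Input: enzyme 0.24 nM; Reagent: SCFSkp2-Nedd8OG substrate at 10 nM final; Dosing: 12.5 µM compound; Incubation: 90 min reaction at room temperature; Detection: fluorescence polarization of the substrate; Evaluation: % inhibition of substrate cleavage by Csn5; Control set: substrate-only high control, full reaction low control.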
# MsrA inhibitor: bovine MsrA enzyme inhibitors, primary screen, biochemical, absorbance, HTS; Methionine sulfoxide reductase A (Bos taurus); 360,000 tested, 0.75% active; purified bovine MsrA, absorbance read-out; inhibition, % at 15.5 µM; in the data active means inhibition above about 4.5%;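 further: 0% = vehicle wells with enzyme and 100% = reference inhibitor wells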
# * hit, by the source's call; i = inactive; nt = not tested or not shown.
SMILES	Tb MetRS inh	SUMO1-SIM PPI	Scp-1 inhibitor	DNMT1 block	Rpn11 inh	STEP inh	NadD inh	LMPTP inh	CSN deneddyl inh	MsrA inhibitor
CC1CCCC(NC(=O)c2ccc(COc3ccccc3)o2)C1C (centres undefined)	-0.1	5.9	-6.9	-0.4	i	-0.8	-8.7	3.3	-3.2	-1.7
COc1ccc(OCC(O)CNC(=O)c2cccs2)cc1 (centres undefined)	0.1	2.0	-7.3	-1.8	i	-0.9	0.7	-0.7	2.9	-0.4
COc1ccc(S(=O)(=O)Nc2ccc3c(c2)C(=O)N([C@H](C)CO)C[C@H](C)[C@@H](CN(C)C(=O)Nc2ccc(C(F)(F)F)cc2)O3)cc1	-0.1	0.1	-4.4	-0.9	i	0.9	-8.6	0.4	0.0	-0.8
Cc1ccccc1NC(=O)CCN1CCc2ccccc2C1	-0.3	-7.0	-7.4	-5.2	i	-4.2	2.1	2.2	-3.9	-0.8
Cc1nn2c(-c3ccccn3)ccnc2c1Br	0.2	-8.5	1.2	0.5	i	-1.0	6.6	-0.6	3.0	-0.2
Cc1ccc(-c2nc3ncccc3o2)cc1NC(=O)c1sc2ccccc2c1Cl	-1.2	24.2	9.6	7.7	i	-1.9	0.9	0.0	-3.2	1.4
CNC(=O)OCc1snc(-c2ccccc2)c1COC(=O)NC	0.2	8.1	nt	-2.8	i	4.5	-1.9	0.4	-1.5	-0.1
Cc1nc2ccccc2nc1OCc1cccc([N+](=O)[O-])c1	-0.4	-14.1	2.2	0.1	i	1.8	3.4	-0.3	-0.5	0.0
CCOC(=O)C1CCN(C(=O)CNC(=O)c2nn(-c3ccc(OC)cc3OC)c(=O)c3ccccc23)CC1	-0.7	-4.9	4.0	1.3	i	-1.4	-2.5	0.0	1.5	0.0
CCCN(CC(=O)c1cc(C)n(C)c1C)S(=O)(=O)c1cccc(C(F)(F)F)c1	-1.2	1.0	-7.0	3.6	i	4.1	-1.0	1.9	2.9	0.9

# A second format for 10 compounds above.
# Sequence of screens: Tb MetRS inh | SUMO1-SIM PPI | Scp-1 inhibitor | DNMT1 block | Rpn11 inh | STEP inh | NadD inh | LMPTP inh | CSN deneddyl inh | MsrA inhibitor
- CC1CCCC(NC(=O)c2ccc(COc3ccccc3)o2)C1C (centres undefined)
  -0.1 | 5.9 | -6.9 | -0.4 | i | -0.8 | -8.7 | 3.3 | -3.2 | -1.7
- COc1ccc(OCC(O)CNC(=O)c2cccs2)cc1 (centres undefined)
  0.1 | 2.0 | -7.3 | -1.8 | i | -0.9 | 0.7 | -0.7 | 2.9 | -0.4
- COc1ccc(S(=O)(=O)Nc2ccc3c(c2)C(=O)N([C@H](C)CO)C[C@H](C)[C@@H](CN(C)C(=O)Nc2ccc(C(F)(F)F)cc2)O3)cc1
  -0.1 | 0.1 | -4.4 | -0.9 | i | 0.9 | -8.6 | 0.4 | 0.0 | -0.8
- Cc1ccccc1NC(=O)CCN1CCc2ccccc2C1
  -0.3 | -7.0 | -7.4 | -5.2 | i | -4.2 | 2.1 | 2.2 | -3.9 | -0.8
- Cc1nn2c(-c3ccccn3)ccnc2c1Br
  0.2 | -8.5 | 1.2 | 0.5 | i | -1.0 | 6.6 | -0.6 | 3.0 | -0.2
- Cc1ccc(-c2nc3ncccc3o2)cc1NC(=O)c1sc2ccccc2c1Cl
  -1.2 | 24.2 | 9.6 | 7.7 | i | -1.9 | 0.9 | 0.0 | -3.2 | 1.4
- CNC(=O)OCc1snc(-c2ccccc2)c1COC(=O)NC
  0.2 | 8.1 | nt | -2.8 | i | 4.5 | -1.9 | 0.4 | -1.5 | -0.1
- Cc1nc2ccccc2nc1OCc1cccc([N+](=O)[O-])c1
  -0.4 | -14.1 | 2.2 | 0.1 | i | 1.8 | 3.4 | -0.3 | -0.5 | 0.0
- CCOC(=O)C1CCN(C(=O)CNC(=O)c2nn(-c3ccc(OC)cc3OC)c(=O)c3ccccc23)CC1
  -0.7 | -4.9 | 4.0 | 1.3 | i | -1.4 | -2.5 | 0.0 | 1.5 | 0.0
- CCCN(CC(=O)c1cc(C)n(C)c1C)S(=O)(=O)c1cccc(C(F)(F)F)c1
  -1.2 | 1.0 | -7.0 | 3.6 | i | 4.1 | -1.0 | 1.9 | 2.9 | 0.9

# (further entries)
SMILES	Tb MetRS inh	SUMO1-SIM PPI	Scp-1 inhibitor	DNMT1 block	Rpn11 inh	STEP inh	NadD inh	LMPTP inh	CSN deneddyl inh	MsrA inhibitor
COc1ccc(CCN2C(=O)CC(Cc3ccccc3)C2=O)cc1OC (centres undefined)	-0.4	5.8	-14.0	-1.3	i	2.6	-7.6	-1.2	4.3	-0.3
Cc1ccc(S(=O)(=O)N2CCN(C(=O)COC(=O)c3ccccn3)CC2)c(C)c1	-0.2	-4.8	-5.7	14.8	i	-1.2	5.4	0.4	0.9	-0.8
CC(C)CNC(=S)NNC(=O)c1ccc2c(c1)OCO2	-0.7	1.3	-4.4	6.0	i	-25.3	-4.3	0.1	-4.5	-0.6
CC(C)N(C(=O)CSc1nc2c([nH]1)c(=O)n(C)c(=O)n2C)c1ccccc1	-1.1	1.8	-12.2	-2.2	i	-1.5	5.1	0.7	0.4	0.6
Cc1ccc(S(=O)(=O)N(CCCO)Cc2cc3c(C)ccc(C)c3[nH]c2=O)cc1	-1.1	0.3	-4.4	-1.1	i	-2.5	-2.6	-0.3	0.3	-0.2
O=C(Nc1ccccc1-c1ccccc1)C(c1ccccc1)c1ccccc1	-0.2	3.6	-4.9	0.8	i	0.4	-3.8	0.0	-4.7	0.1
COc1cc(/C=N/NC(=O)c2ccc(CN(C)S(=O)(=O)c3ccc(C)cc3)cc2)ccc1O	-0.3	4.3	-8.3	-1.9	i	7.7	27.6	1.1	6.1	2.8
c1ccc(-c2cc(CSc3nc4ccccc4[nH]3)on2)cc1	1.2	-3.7	-4.5	-3.7	i	-1.8	4.5	2.6	-4.8	-0.8
COc1cccc(-c2nn(C)c3sc(C(=O)N4CCOCC4)cc23)c1	-0.9	1.5	-6.6	-0.8	i	-2.2	-10.0	-0.9	-0.3	0.6
Cc1ccc(NC(=O)CSc2nc3ccccc3c(=O)n2CCCC(=O)NCC2CCCO2)cc1 (centres undefined)	0.9	0.5	-8.5	0.4	i	1.1	4.4	0.2	6.1	-0.2

# Part of the list above, set out differently.
# Order of values – Tb MetRS inh | SUMO1-SIM PPI | Scp-1 inhibitor | DNMT1 block | Rpn11 inh | STEP inh | NadD inh | LMPTP inh | CSN deneddyl inh | MsrA inhibitor
COc1ccc(CCN2C(=O)CC(Cc3ccccc3)C2=O)cc1OC (centres undefined)
→ -0.4 | 5.8 | -14.0 | -1.3 | i | 2.6 | -7.6 | -1.2 | 4.3 | -0.3
Cc1ccc(S(=O)(=O)N2CCN(C(=O)COC(=O)c3ccccn3)CC2)c(C)c1
→ -0.2 | -4.8 | -5.7 | 14.8 | i | -1.2 | 5.4 | 0.4 | 0.9 | -0.8

# (next part)
SMILES	Tb MetRS inh	SUMO1-SIM PPI	Scp-1 inhibitor	DNMT1 block	Rpn11 inh	STEP inh	NadD inh	LMPTP inh	CSN deneddyl inh	MsrA inhibitor
CC1(c2ccccc2)NC(=O)N(NC(=O)COC(=O)c2cc(Br)ccc2O)C1=O (centres undefined)	0.1	4.6	-4.2	-0.4	i	1.7	-1.3	0.5	-3.4	0.6
COc1ccccc1/C(C)=N/NC(=O)c1nnn(-c2nonc2N)c1C(C)C	-0.7	-0.4	-3.1	3.1	i	2.9	-3.5	-0.9	-2.7	-0.6
Cc1ccccc1N1CCN(CCCCN2C(=O)C3CCCN3C2=O)CC1 (centres undefined)	-0.9	7.1	-5.5	0.8	i	1.5	-0.7	-2.0	-3.3	-0.6
O=C1CCCC(=O)C1Sc1ccc(Cl)cc1	-0.4	-1.5	4.5	-0.8	i	1.8	-1.8	0.1	-6.4	0.4
